# UPR CHOP act = activators of apoptotic arm of unfolded protein response (CHOP) | CHO-CHOP luciferase reporter, UPR activation, luminescence; percent of tunicamycin response over DMSO baseline | activation, % at 10 µM | 330,000 compounds, 0.34% hits | AID 449763;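 active = at 10 µM dose, activation of 40% or more, normalized to positive control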;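 also: 100% = tunicamycin at 10 µg/mL and 0% = DMSO alone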
#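 Dosing – one dose, 10 µM in 0.5% DMSO · System – CHO-CHOP cells, stable luciferase reporter of PERK-eIF2a-CHOP signalling · Input – 500 cells/well · Control set – tunicamycin 10 µg/mL final as positive, DMSO-only wells as negative · Timing – 6 h compound treatment, 37 °C · Measure – % activation vs tunicamycin · Technique – luminescence read with Steady-Glo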
# NALP3 yeast inh = NALP3 inhibition in yeast; 330,000 compounds, 0.39% hits; Yeast reconstituted NLRP3/ASC/caspase-1, beta-gal luminescence, 24 h; inhibition, % at 10 µM;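 active = inhibition of 50% or more; inactive = inhibition below 50%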;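 also: plate controls were induced DMSO wells for no effect and uninduced yeast grown without galactose for full effect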
# tim10-1 inh = growth inhibitors of tim10-1 mutant yeast | inhibition, % at 20 µM | S. cerevisiae tim10-1 ts strain growth, BacTiter-Glo, 24 h | AID 463190 | 330,000 compounds, 2.2% hits;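 active = inhibition of at least 40%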;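 also: mutant grown at 25 °C; 0% = DMSO wells with yeast and 100% = wells holding no yeast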
# Mdm2 MdmX PPI = inhibitors of human Mdm2/MdmX interaction. SaOS-2 split-luciferase Mdm2/MdmX complementation, luminescence. inhibition, % at 8 µM. 330,000 compounds, 3% hits;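 active = inhibition of at least 50% at 8 µM in the primary screen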
# NR3A LBD binder = NR3A (human) ligand-binding domain modulation. NR3A LBD differential scanning fluorimetry, Tm shift; 0% = protein alone, 100% = glycine-bound protein. Tm shift relative to glycine control, % at 25 µM. 340,000 compounds, 2.5% hits;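 active = melting temperature shift of at least 10% of the positive control shift, at one fixed dose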
# TIM10 inh = TIM10 yeast growth inhibition | 330,000 compounds, 1.4% hits | S. cerevisiae TIM10 strain growth, BacTiter-Glo luminescence, 24 h | inhibition, % at 10 µM | AID 463195;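 active = inhibition of 40% or more at the single tested concentration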;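 also: wild-type TIM10 isogenic control strain grown at permissive 25 °C; 0% = DMSO yeast wells and 100% = minimal medium wells without yeast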
# tim23-1 inh = tim23-1 yeast growth inhibition; inhibition, % at 20 µM; AID 463212; 330,000 compounds, 1.3% hits; S. cerevisiae tim23-1 growth, BacTiter-Glo luminescence, 24 h;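 active = growth inhibition of the mutant yeast at or above 50%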;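 also: temperature-sensitive mutant grown at 25 °C; plate controls were DMSO-treated mutant yeast for no effect and medium wells lacking yeast for full effect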
# UPR XBP1 act = adaptive UPR (XBP1) activation. 330,000 compounds, 0.33% hits. AID 463104. CHO-XBP1 luciferase reporter, IRE1-XBP1 UPR activation, luminescence; percent of tunicamycin response, DMSO as zero. activation, % at 20 µM;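 active = versus positive control, 20 µM dose yields 30% or more activation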;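 also: 100% = tunicamycin at 10 µg/mL and 0% = DMSO only wells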
#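 Material: CHO cell line with stable XBP1 luciferase reporter; schedule: 16-18 h cell attachment at 37 °C, then 6 h compound exposure; signal: glow luminescence from Steady-Glo reagent; medium: serum-containing F12 medium, 10% FBS; benchmarks: tunicamycin 10 µg/mL and vehicle-only wells; read-out: percent activation relative to tunicamycin reference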
# APJ ag = APJ receptor agonism; P35414; CHO-K1 APJ PathHunter beta-arrestin, luminescence; 0% DMSO wells, 100% apelin; activation, % at 20 µM; 330,000 compounds, 0.11% hits;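 active = activation more than six SD over the plate average, tested at 20 µM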;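 also: 0% = DMSO alone and 100% = apelin-13 at 10 nM; some results filed as inactive read as strong as hits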
# Target sequence (P35414 whole entry, looked up): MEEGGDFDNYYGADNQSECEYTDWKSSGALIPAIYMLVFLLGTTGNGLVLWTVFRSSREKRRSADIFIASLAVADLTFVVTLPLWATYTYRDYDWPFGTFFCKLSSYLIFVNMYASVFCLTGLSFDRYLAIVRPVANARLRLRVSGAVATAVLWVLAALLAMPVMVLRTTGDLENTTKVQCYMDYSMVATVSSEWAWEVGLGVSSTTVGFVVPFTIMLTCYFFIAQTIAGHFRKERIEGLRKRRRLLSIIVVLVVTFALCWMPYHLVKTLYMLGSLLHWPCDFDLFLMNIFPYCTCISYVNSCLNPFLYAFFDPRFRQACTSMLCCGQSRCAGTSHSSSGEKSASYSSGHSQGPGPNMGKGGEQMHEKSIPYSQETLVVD
#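 Material: CHO-K1 APJ beta-arrestin complementation cell line; Input: cell density 1000 per well; Incubation: compound stimulation 90 min at 25 °C, detection 60 min; Signal: luminescence from split beta-galactosidase complementation, Galacton Star/Emerald II substrate; Controls: DMSO-only wells as negative, 10 nM Apelin-13 as positive control.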
# * = called active by the depositor; nt = no result given.
SMILES,UPR CHOP act,NALP3 yeast inh,tim10-1 inh,Mdm2 MdmX PPI,NR3A LBD binder,TIM10 inh,tim23-1 inh,UPR XBP1 act,APJ ag
CCOC(=O)C1=C(C)N=c2s/c(=C/c3cccc([N+](=O)[O-])c3O)c(=O)n2C1c1ccccc1 (stereo not drawn),0.9,6,17,45,-2,25,37,-2,-9
CCn1c(SCCOc2ccc(Cl)cc2)nnc1-c1cccs1,1.9,27,22,24,2,12,25,0,-3
Cc1ccn2cc(C(=O)Nc3cccc(C(=O)NC4CC4)c3)nc2c1,-0.4,19,-5,-2,-1,2,-7,0,6
CC1=CC(=NOC(=O)/C=C/c2ccccc2)C=C(C)C1=O,1.0,-10,37,38,-3,29,70*,1,2
Cc1ccc(NC(=O)C(C)OC(=O)CSc2ccccc2)cc1 (stereo not drawn),0.2,11,-11,2,-2,-13,0,1,-2
COC(=O)[C@@H]1C[C@@]2(O)[C@H](O)[C@H](O)[C@H](O)C[C@H]2N1Cc1ccc(C(C)(C)C)cc1,0.6,7,-14,-19,0,-6,-2,0,1
COc1ccc2c(c1OC)C(=O)OC2Nc1ncc(Br)cc1Br (stereo not drawn),-2.8,-13,10,-3,-1,3,10,2,-2
Cc1ccc(C23CC4CC(CC(C(=O)NC(C)C)(C4)C2)C3)cc1,-2.1,18,19,0,2,44*,40,-5,-4
O=C(NCCNC(=O)c1ccc(Cl)cc1Cl)c1ccco1,0.3,-14,-8,5,-2,-19,-2,0,0
CC1CCCC(NC(=O)CCC(=O)N2CCOc3ccccc32)C1C (stereo not drawn),1.0,13,11,9,-3,7,10,-2,-5
CCC(=O)Nc1cccc(-c2nnc(-c3cccc(NC(=O)CC)c3)o2)c1,-1.7,4,1,23,-2,-3,-3,-1,6
Cn1c(CCC(=O)OCC(=O)NCc2ccccc2Cl)nc(=O)c2ccccc21,0.8,10,-7,9,0,18,-2,1,-3
Fc1ccc(CNc2nc(-c3ccco3)cc(C(F)(F)F)n2)cc1,3.5,27,9,18,-3,2,13,1,-2
Cc1c(Cl)cccc1NC(=O)Cn1c(-c2ccc(F)cc2)noc1=O,1.1,-4,3,7,-14,-2,-3,2,-2
Cc1cccc(CC(C)NC(=O)CCc2nnc(CCCCc3ccccc3)o2)n1 (stereo not drawn),-0.7,16,14,8,0,14,12,-2,-2
CC1C(=O)C(C)C(c2ccccc2F)NC1c1ccccc1F (stereo not drawn),1.9,17,7,-22,5,15,32,3,-6
CCn1cc(/C=C(\NC(=O)c2ccccc2F)C(=O)N2CCCC2)c2ccccc21,1.2,17,31,28,-1,10,28,-4,-4
O=C(C(Cc1ccccc1)n1cccc1)N1CCN(c2ncccn2)CC1 (stereo not drawn),-0.9,12,9,-16,5,3,29,-2,6
CCN(CC)CCCN1CC(=O)N2[C@@H](Cc3c([nH]c4ccccc34)C2(C)C)C1=O,1.4,4,-10,-4,0,2,3,-2,-3
O=C(CN1C2CCCC1CC(NC(=O)C1CCCCC1)C2)NCc1ccc(F)cc1 (stereo not drawn),1.0,-7,2,13,-2,8,9,0,-3
O=C(N/N=C/c1ccc(N2CCOCC2)cc1)c1ccccn1,1.4,-4,6,13,0,2,11,-4,-1
Cc1ccc(C)c2nc3sc(C(=O)N4CCOCC4)c(N)c3cc12,3.3,12,16,17,3,1,14,3,-1
O=C(NC(Cc1c[nH]c2ccccc12)C(=O)N/N=C/c1ccc(Br)cc1)c1cccs1 (stereo not drawn),-1.7,4,16,16,20*,19,5,-2,2
CCCN1CN=C(NS(=O)(=O)c2ccc(C)cc2)NC1,0.4,17,-12,-12,3,-1,-1,-3,3
CC(C)CCn1c(Sc2nc3ccccc3o2)nc2c1c(=O)[nH]c(=O)n2C,10,13,27,61*,-7,23,19,4,-1
SMILES,UPR CHOP act,NALP3 yeast inh,tim10-1 inh,Mdm2 MdmX PPI,NR3A LBD binder,TIM10 inh,tim23-1 inh,UPR XBP1 act,APJ ag
Cc1cccc(NC(=O)c2ccccc2NC(=O)c2ccco2)c1,2.2,6,21,7,-3,24,21,1,4
O=C(Nc1nc(-c2ccc(F)c(F)c2)cs1)c1cc([N+](=O)[O-])ccc1N1CCOCC1,2.7,-1,12,12,-2,1,-7,-1,-2
C/C(CC(=O)Nc1ccc(Cl)cc1Cl)=N\NC(=O)c1cnccn1,0.3,4,3,13,0,0,25,2,-6
Cc1sc2ncnc(SCC(=O)Nc3ccc(CN4CCCC4)cc3)c2c1C,-1.9,7,46*,1,0,27,20,2,-1
COCCNC(=O)CCC1CCN(Cc2cccc(Oc3ccccc3)c2)CC1,-1.1,8,-28,19,0,-7,4,-5,-4
CC(C)N1C(=O)N(c2cccc(Cl)c2)C(C)(O)CC1(C)C (stereo not drawn),0.7,15,15,13,2,-6,20,1,-3
CSc1nccc(N/N=C/c2ccccc2)n1,6.8,30,28,-126,-12,-3,16,9,-1
NS(=O)(=O)c1ccc(NC(=O)CN2CCCCC2)cc1,-0.3,0,12,22,0,0,7,-3,-2
Cc1ccc(S(=O)(=O)N(C)C)cc1NC(=O)CSc1nnc(C2CC2)n1C1CC1,0.8,-1,-1,6,0,-2,2,0,-3
CC(=O)N(Cc1ccco1)C1(C(=O)NC2CCCCC2)CCCCC1,-0.7,18,29,-41,-1,15,4,-3,-2
CCCCn1nc(C(=O)NNC(=O)c2ccncc2)c2ccccc2c1=O,1.1,4,6,-5,-1,16,18,-1,12
CCOC(=O)C1(Cc2cccc(OC)c2)CCN(C/C=C/c2ccc(OC)cc2)CC1,-0.8,30,31,7,-2,-5,10,-3,-3
O=C(O)C1C2C=CC3(O2)C1C(=O)N1c2ccccc2COC13 (stereo not drawn),-4.2,7,-6,11,0,3,0,-4,-1
CCS(=O)(=O)N1CCC(C(=O)NCc2cccs2)CC1,-1.8,2,-1,3,0,-5,4,1,2
CCCNC(=O)c1cc2nc(-c3ccccc3)cc(C(F)(F)F)n2n1,1.4,17,10,2,-3,-29,17,0,-5
FC(F)(F)c1cccc(NC(=S)Nc2cccc(NC(=S)Nc3cccc(C(F)(F)F)c3)n2)c1,1.6,28,53*,49,4,48*,44,1,4
COc1ccc(/C=C/C(=O)N2CCN(C)CC2)cc1OC,0.6,15,-5,15,0,-6,-10,0,-3
CCC(=O)NC(=S)Nc1cccc(NC(=O)c2ccc(Cl)cc2Cl)c1,0.9,15,9,21,-8,7,11,-1,-2
COCCN(Cc1ccc(F)cc1)C(=O)c1cc2ccccc2oc1=O,1.7,16,-2,0,1,-4,16,-3,-2
O=C(CSc1nnc(CNC(=O)c2cccs2)o1)Nc1ccccc1C(F)(F)F,0.9,3,17,28,-3,-12,11,-7,-2
CC(=O)COC(=O)C1=NN(c2ccccc2)C(=O)CC1,0.8,8,6,13,1,4,3,4,-1
O=C(NCc1ccccc1C(F)(F)F)C1CC(c2ccccc2[N+](=O)[O-])=NO1 (stereo not drawn),1.1,17,18,8,1,4,36,0,3
CCN(CCCNC(=O)COc1cc(=O)n(C)c2ccccc12)c1cccc(C)c1,0.5,3,13,17,2,8,2,1,-3
COc1ccc(CSc2nncn2C)cc1[N+](=O)[O-],-1.0,2,4,-23,-3,2,3,-2,-3
Cc1cccn2c(=O)c(C=C(C#N)C#N)c(N3CCN(C)CC3)nc12,1.1,14,14,0,1,-7,11,-4,-3
SMILES,UPR CHOP act,NALP3 yeast inh,tim10-1 inh,Mdm2 MdmX PPI,NR3A LBD binder,TIM10 inh,tim23-1 inh,UPR XBP1 act,APJ ag
COc1ccc(C2NC(=O)NC(C)=C2C(=O)OCC2CCCCC2)cc1OC (stereo not drawn),-2.2,7,11,-3,2,-3,11,1,-3
Cc1cnc(-c2nnc(N(C)C(=O)c3cccnc3)s2)cn1,0.7,11,7,-27,-1,-12,3,-2,-1
COc1ccc(C(CNC(=O)c2ccc(S(=O)(=O)Nc3ccccc3F)cc2)N(C)C)cc1 (stereo not drawn),-0.4,17,-174,18,1,-250,-78,5,-5
Cc1ccc(C)c(NC(=O)C(Sc2cccc[n+]2[O-])c2ccccc2)c1 (stereo not drawn),-1.7,-5,10,10,-1,18,11,0,-4
Cc1ccc(C(=O)Nc2cccnc2)cc1NC(=O)c1ccco1,-3.4,-7,-14,-6,-2,1,-7,5,-4
Cc1cccc([C@H]2[C@@H]3C=CC[C@@H](C)[C@@H]3C(=O)N2Cc2ccccc2)c1,1.8,nt,33,17,1,22,49,-1,nt
CN(C)CCn1c2c(c(SCC(=O)Nc3cccc4ccccc34)nc1=O)CCCC2,-0.1,18,-4,19,1,5,-2,-4,2
O=S(=O)(c1cc(F)ccc1F)N1CCN(C2CCCCC2)CC1,1.3,-9,11,12,-4,5,11,-6,-5
Cc1ccc(NC(=O)CSCC(=O)Nc2ccccc2N2CCCC2)cc1,1.2,4,31,-2,nt,12,27,2,2
CC(CCc1ccccc1)NC(=O)CSc1nnnn1C (stereo not drawn),-0.5,9,9,-12,2,8,20,-1,2
CCCn1c2ccccc2c2nnc(SCC(=O)OC)nc21,-0.2,-32,25,10,1,2,27,2,0
CCOc1ccc(S(=O)(=O)NCCSc2ccccc2)cc1,-0.3,8,26,18,-6,-2,31,1,-3
Cc1c(S(=O)(=O)NCc2ccccc2)c(=O)n(C)c(=O)n1C,3.4,-4,5,1,0,1,5,-1,-2
Cc1cccc(Cn2c(N3CCN(c4ccccc4)CC3)nc3c2c(=O)n(C)c(=O)n3C)c1,9.1,4,31,-1,-1,32,29,13,3
COc1cc(NC(=O)NCCN2CCN(c3ccc(Cl)cc3)CC2)ccc1C,-1.7,34,36,24,-11,21,14,9,0
CCOC(=O)N1CCN(S(=O)(=O)c2ccc(C(=O)Nc3nc4ccccc4s3)cc2)CC1,6.7,0,12,9,1,21,19,2,1
Cc1ccccc1C(=O)NC(=S)N(C)C1CCCCC1,-0.2,14,37,38,0,13,23,-2,-1
COc1ccc(C(c2c(C)n(C)n(-c3ccccc3)c2=O)c2c(C)n(C)n(-c3ccccc3)c2=O)c(OC)c1OC,2.0,7,-8,12,1,0,3,-2,-2
COc1ccc(C(=O)N2CCN(C(=O)C3CCCO3)CC2)cc1[N+](=O)[O-] (stereo not drawn),2.2,9,-1,12,-1,-8,-4,0,0
